# CaV13 ICDI inh: Disruptors of the CACNA1D IQ motif to Ca2+-dependent inactivation inhibitor domain association, primary screening, Förster resonance energy transfer in intact living …; HEK cells, CFP/YFP FRET ICDI-IQ, plate reader, 10 min; percent FRET-ratio fall versus neutral wells; 340,000 compounds, 0.098% hits; AID 743397; inhibition, % at 12.3 µM;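 active means mean replicate inhibition of at least 30% and at least 1% of replicates passing that level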;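 further: 0% = median of the neutral control wells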
# ABCB6 inh MLPCN: human ABCB6 transporter inhibition. 360,000 compounds, 0.19% hits. AID 602162. Q9NP58. K562-ABCB6 porphyrin accumulation, flow cytometry, 1 h; hits give low values. fluorescence ratio to DMSO, % at 10 µM;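 active means fluorescence ratio to DMSO below 75%, the collection mean minus 3 SD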;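 further: signal is porphyrin accumulated inside mitochondria; 100% equals median channel fluorescence of DMSO control wells; lower ratio means ABCB6 inhibition with less porphyrin fluorescence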
# Target sequence (Q9NP58 whole entry, looked up): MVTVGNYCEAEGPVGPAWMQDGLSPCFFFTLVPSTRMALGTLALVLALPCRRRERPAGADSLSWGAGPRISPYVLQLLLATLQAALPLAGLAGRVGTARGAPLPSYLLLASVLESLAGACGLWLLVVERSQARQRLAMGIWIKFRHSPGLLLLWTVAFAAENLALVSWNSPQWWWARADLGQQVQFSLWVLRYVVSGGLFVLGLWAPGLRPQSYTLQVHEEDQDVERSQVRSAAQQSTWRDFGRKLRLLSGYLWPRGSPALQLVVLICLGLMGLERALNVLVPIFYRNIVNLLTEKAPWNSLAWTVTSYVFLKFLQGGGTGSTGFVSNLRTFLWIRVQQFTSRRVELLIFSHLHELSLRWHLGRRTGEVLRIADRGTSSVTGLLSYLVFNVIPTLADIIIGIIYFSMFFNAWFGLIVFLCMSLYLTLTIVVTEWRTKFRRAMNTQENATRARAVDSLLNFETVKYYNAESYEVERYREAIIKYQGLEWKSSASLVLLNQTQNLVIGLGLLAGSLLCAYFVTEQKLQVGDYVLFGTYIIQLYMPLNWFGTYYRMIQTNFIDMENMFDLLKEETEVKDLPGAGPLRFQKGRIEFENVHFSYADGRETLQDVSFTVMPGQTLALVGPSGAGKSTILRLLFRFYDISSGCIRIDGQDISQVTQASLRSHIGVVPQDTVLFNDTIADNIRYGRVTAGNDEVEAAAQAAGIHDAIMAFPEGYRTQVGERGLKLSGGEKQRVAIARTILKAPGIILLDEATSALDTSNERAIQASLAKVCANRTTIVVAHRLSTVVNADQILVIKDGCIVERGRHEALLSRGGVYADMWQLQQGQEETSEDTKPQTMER
# MC4R barr agon: activates human MC4R beta-arrestin recruitment | P32245 | U2OS MC4R beta-arrestin complementation, luminescence; percent of melanotan II response, DMSO zero | activation, % at 8.9 µM | 360,000 compounds, 0.98% hits;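 active means activation above a per-plate cutoff, the mean activation of sample wells on that plate plus 3 SD, cut at about 8% in these data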
# Granule exo inh: blocks lytic granule exocytosis; 360,000 compounds, 0.66% hits; inhibition, % at 10 µM; AID 651702; TALL-104 LAMP-1 surface exposure, flow cytometry; cells stimulated with thapsigargin and PMA;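 active means inhibition above about 55%, limit read from the data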
# MC4R antag cAMP: human MC4R antagonism in cAMP assay; 360,000 compounds, 0.48% hits; P32245; inhibition, % at 6.5 µM; MC4R-expressing cells, MTII-stimulated cAMP, LANCE TR-FRET;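 active means inhibition above its plate's cutoff, the mean of tested wells on that plate plus 3 SD, cut at about 29% in these data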;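 further: 0% = Melanotan II alone and 100% = Melanotan II plus saturating MCL0020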
#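 Material: U2OS-MC4R stable cell line | Reagent: Melanotan II challenge after compound preincubation | Doses: One concentration, 6.5 µM nominal | Incubation: 30-min compound preincubation, 1-h Melanotan II challenge, 1-h detection, room temperature | Signal: TR-FRET cAMP assay | Replicates: One well per compound, no replicates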
# H9c2 protect: protects H9c2 cardiomyocytes from peroxide injury. H2O2 injury protection, ATPLite, 2 h. protection from H2O2 cell death, % at 20 µM. 360,000 compounds, 0.63% hits;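 active means compounds giving at least 50% protection of heart cells from peroxide-induced death in the single-dose screen, raw or plate-pattern-corrected value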;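 further: 0% = DMSO wells with peroxide and 100% = DMSO wells without peroxide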
# Glyco luc inh: N-linked glycosylation inhibition; D54 ERlucT glycosylation luciferase reporter, 24 h; percent of 100 nM tunicamycin response; reporter increase, % at 12.5 µM; 360,000 compounds, 0.23% hits; AID 588692;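 active means mean luciferase reporter signal, scaled so untreated is 0 and the glycosylation-blocking control 100, at or above a set limit in every replicate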;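 further: luciferase carries N-glycosylation sites so blocking glycosylation raises the light; 0% = median of neutral control wells and 100% = median of 100 nM tunicamycin wells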
# ABHD5 PLIN5 PPI: blocks binding of human ABHD5 to perilipin-5; AID 602281; Q00G26+Q8WTS1; inhibition, % at 4 µM; Split G. princeps luciferase complementation, luminescence, 4 h; 360,000 compounds, 0.78% hits;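 active means inhibition above the mean inhibition across every tested compound plus 3 SD, cut at about 22% in these data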;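 further: 0% = DMSO only wells and the 100% control is not disclosed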
# PDI inh: blocks human protein disulfide isomerase activity; AID 588391; PDI insulin aggregation turbidity, A650, 90 min; P07237; 350,000 compounds, 0.052% hits; inhibition, % at 10 µM;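 active means mean inhibition across replicates of 30% or more, whatever share of single replicates reach that level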;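 further: absorbance from insulin aggregation driven by PDI reduction with DTT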
# HTR2A ag: mouse HTR2A agonism via beta-arrestin recruitment. P35363. CHO-K1 mHTR2A beta-arrestin complementation, luminescence; percent of 30 µM serotonin response. activation, % at 7.6 µM. 360,000 compounds, 0.66% hits. AID 624169;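 active means activation above a run cutoff, the mean activation of all tested compounds plus 3 SD, cut at about 14% in these data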;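 further: 0% = plate median of compound wells and 100% = 30 µM serotonin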
# * hit, by the source's call; · = no result given. Not all compounds are listed, so the mix of outcomes need not match the whole.
SMILES,PDI inh,Glyco luc inh,ABHD5 PLIN5 PPI,H9c2 protect,MC4R barr agon,MC4R antag cAMP,HTR2A ag,Granule exo inh,ABCB6 inh MLPCN,CaV13 ICDI inh
COC(=O)CCCC(NC(=S)N1CC2C[C@@H](C1)Cn1c2cccc1=O)C(=O)OC (some centres not stated),3,0,1,2,-1.3,-1,2,-18,101,-20
CN(C)c1nc(N(C)C)nc(N(C#N)CCCl)n1,3,0,-1,1,-0.7,4,2,2,100,7
CCCCCn1c(=O)c(C(=O)Nc2ccccn2)c(O)c2ccccc21,-2,-4,4,2,-1.1,27,0,0,104,-3
CC(C)CCNC(=O)CN1C(=O)CN=C(c2ccccc2)c2ccccc21,2,-1,2,6,-2.0,14,-4,-1,97,-3
Cc1n[nH]c(C)c1CCN,4,0,-1,3,-0.4,7,1,-3,95,·
O=C(c1ccccc1)C(CN1CCCC1)c1ccccc1 (configuration not stated),11,-16,17,-18,-0.9,2,-1,-2,93,-19
COc1cccc(C(=O)N2CCC3(CC2)OCCO3)c1,17,0,0,5,-2.2,4,8,3,100,-5
CC(=NCC1CCCO1)c1c(O)n(Cc2ccccc2)c(=O)[nH]c1=O (configuration not stated),-4,-2,-6,4,-0.6,-4,-3,4,102,-2
CCN1CCN(c2ccc(N)cc2)CC1,3,1,1,1,-3.2,4,-7,10,114,-18
CC(N)Cc1c[nH]c2ccc(O)cc12 (configuration not stated),-1,1,-7,-6,-0.4,11,49*,-4,93,-5
CCOC(=O)C1(CCOc2ccccc2)CCN(C2Cc3ccccc3C2)CC1,2,-3,-3,-5,0.2,-3,-6,16,97,-5
Cn1c(O)c(C=NCCCCCCCCCCC(=O)O)c(=O)n(C)c1=O,-13,1,5,4,3.2,5,8,8,93,-5
NC(=O)c1cn(C2CCCCC2)c2ccccc2c1=O,8,0,0,1,-2.5,-4,2,-14,98,-20
CC(Cc1cccs1)NCc1ccc(Cl)cc1 (configuration not stated),0,-1,6,3,-2.1,24,0,0,97,-4
Cc1nc2ccccc2c(=O)n1-c1ccc(F)cc1F,4,1,-5,-3,-0.3,-4,1,-3,99,-1
COc1cc(-n2c(=S)[nH]c3ccccc3c2=O)c(Cl)cc1Cl,10,3,-4,5,0.3,3,3,-5,89,-3
CCc1ccc(N2C(=O)NC(=O)/C(=C/c3cccn3CCOc3ccc(C)cc3)C2=O)cc1,-2,7,-1,6,2.1,18,-4,-2,100,-11
C=CCn1c(O)c(C(CC)=NCCc2c[nH]c3ccccc23)c(=O)[nH]c1=O,1,9,4,-2,-0.5,-32,4,3,103,-5
CN1C(=O)CC(c2ccccc2)Nc2ccccc21 (configuration not stated),0,9,0,2,0.2,1,6,-6,94,-5
CSc1nc2ccccc2c(=O)n1-c1cccnc1,13,0,2,-1,-0.9,3,5,-12,94,-2
O=c1c2ccccc2nc(-c2ccccc2)n1-c1ccccc1O,-2,4,-2,2,-1.3,3,-2,-3,107,-5
O=P(Nc1cccnc1)(Oc1ccccc1Cl)Oc1ccccc1Cl,-4,1,2,17,-1.0,7,-5,-2,100,-3
CC1([N+](=O)[O-])COP(=O)(Nc2ccc(Cl)cc2)OC1 (configuration not stated),5,-7,-8,-5,1.1,-1,3,-2,94,-6
CC1([N+](=O)[O-])COP(=O)(Nc2cccc(Cl)c2)OC1 (configuration not stated),1,-1,-4,-6,0.4,-3,-6,0,96,-7
O=c1[nH]c(=O)n(-c2ccccc2Cl)c(O)c1C=NCCN1CCCCC1,-7,4,-5,-1,-0.4,2,-1,13,98,-7
C[C@]12CC[C@H](O)CC1=CC(=O)C1C2CC[C@]2(C)C(=O)[C@H](O)CC12 (some centres not stated),-2,0,-3,3,-0.4,1,3,12,105,-6
NC(=O)c1cc([N+](=O)[O-])cc([N+](=O)[O-])c1,-2,4,-2,-1,-0.4,5,1,-6,95,-6
COC1=C(OC)[C@]23CCc4ccc(OC)c(OC)c4[C@]2(CCN3C)CC1=O,-2,2,7,5,0.7,5,5,27,96,-10
C=C1C/C(=C/C)C(=O)O[C@@H]2CCN3CC=C(COC(=O)[C@]1(C)O)[C@H]23,-6,2,·,-2,·,·,·,0,94,-2
CCCCCCC[n+]1ccc(-c2cc[n+](CCCCCCC)cc2)cc1,4,-6,8,-3,-0.8,-1,3,-1,97,-5

# Other compounds:
SMILES,PDI inh,Glyco luc inh,ABHD5 PLIN5 PPI,H9c2 protect,MC4R barr agon,MC4R antag cAMP,HTR2A ag,Granule exo inh,ABCB6 inh MLPCN,CaV13 ICDI inh
Cc1ccc(N(C)C(=O)Oc2cccc3cccnc23)cc1,15,2,-6,-5,-1.6,4,-5,-2,98,-4
Clc1cccc(Cl)c1CN1CCN(c2ccccc2)CC1,2,-3,-12,-6,-1.0,8,-1,0,92,·
C[C@]12CCC3C(CC[C@H]4C[C@@H](O)CC[C@]34C)C1CCC2=O (some centres not stated),5,-2,3,17,2.1,-1,1,-9,100,·
CNC(=O)Oc1ccccc1C1CCCCC1,1,1,-2,-2,-1.1,5,2,-5,97,-5
CCOP(=O)(OCC)C(NC(C)=O)C(Cl)(Cl)Cl (configuration not stated),1,0,-1,-5,-0.6,1,4,1,96,-4
N#Cc1ccccc1Cn1cc(C(=O)c2ccco2)c2ccccc21,-3,-3,13,-3,-0.2,5,-1,3,98,-4
Cc1cccc(-n2c(C)nc3ccc(Cl)cc3c2=O)c1,19,2,4,0,-1.5,1,-2,-2,99,-20
CCOC(=O)c1c(C)n(C(C)C)c2ccc(OC)cc12,5,0,0,-3,-0.6,10,0,-1,98,-9
CCOC(=O)CNC(=O)N1Cc2cc(N3CCOCC3)ccc2-n2nncc2C1,·,4,3,9,·,·,3,-2,102,-9
COC(=O)C1=C(c2ccc(F)cc2OCc2ccccc2)C[C@@H]2CC[C@H]1N2C(=O)N1CCC(O)CC1,3,0,17,5,-0.5,1,-3,-1,94,·
CN1CCN(C(=O)COc2ccc(S(=O)(=O)N(C)Cc3ccccc3)cc2)CC1,-7,-1,1,-3,-0.2,-1,-2,-1,98,-7
C=CCNC(=O)c1c(N)n(CCN2CCOCC2)c2nc3ccccc3nc12,2,7,2,-3,-1.3,-1,2,-2,106,·
COC(=O)C(O)(c1ccc2c(c1)CCCN2)C(F)(F)F (configuration not stated),2,2,16,1,1.3,-16,-1,-3,102,-9
CC(=O)N1CC(=O)Nc2ccc(C)cc2C1c1ccccc1 (configuration not stated),-2,1,5,10,0.4,21,-2,0,99,-20
O=C(CN1CC(c2ccccc2)CC1=O)Nc1ccc(F)cc1 (configuration not stated),·,1,-4,0,0.8,4,4,5,95,-2
CCOC(=O)c1cccc(C2=C(CNC(=O)c3ocnc3C)[C@H]3CC[C@@H](C2)N3Cc2ccccc2)c1,4,-4,5,3,-0.2,16,-2,2,99,-2
CCN(CC)C(=O)c1ccc(NC(=O)CN2CCc3cc(OC)c(OC)cc3C2)cc1,3,-2,6,8,0.3,19,-6,-4,96,-20
NC(=Nc1ccccc1)NN=Cc1c[nH]c2ccccc12,-4,-4,3,-11,-1.3,-17,-4,16,192,-6
COc1ccc(-c2n(-c3ccccn3)c3ccccc3[n+]2-c2ccccn2)cc1,6,2,-5,-8,-1.1,8,0,4,92,-5
COc1cccc(-n2c(O)c(C=Nc3c(C)n(C)n(-c4ccccc4)c3=O)c(=O)[nH]c2=O)c1,1,-1,4,2,-1.3,3,0,11,106,-8
O=C(c1cc(F)ccc1F)C1CCCN(Cc2ccc3nonc3c2)C1 (configuration not stated),3,-2,-1,-7,-3.1,1,-3,8,98,-2
CCCCn1c(=O)c(C(=O)NCc2ccco2)c(O)c2ccccc21,-10,-2,-3,27,1.5,-2,2,0,96,-4
O=C(Cc1ccccc1)OC(COCc1ccccc1)CN1CCOCC1 (configuration not stated),9,2,-11,11,0.0,-3,2,0,97,-7
O=C(NCc1cccnc1)Nc1ccccc1Cl,6,0,14,-6,-0.8,5,4,0,94,·
Cc1cc(C)c(C(=O)N2CCC3(CC2)OCCO3)c(C)c1,2,3,-7,-2,-0.1,8,3,-5,107,-5
CCN1C(=O)C(=Cc2cc(C)n(C3CC3)c2C)C(=O)N(CC)C1=S,-4,0,-2,3,0.6,10,1,-1,109,-4
COc1ccc2c(c1)[C@@]13CCC=C[C@H]1[C@@H](C2)NCC3,-1,1,-13,2,0.5,-3,-1,-3,102,-4
CC(C)COC(=O)c1ccccc1C(=O)OCC(C)C,·,-1,2,-5,0.3,1,3,-6,98,·
O=c1[nH]c(=S)[nH]c(O)c1N=Nc1ccc2c(c1)OCCO2,4,-8,7,-14,-3.8,-29,-4,-4,102,-1
OC(c1ccc(F)cc1)C(c1ccccc1)N1CCOCC1 (configuration not stated),-9,0,6,2,-1.2,2,4,0,91,·

# (next part)
SMILES,PDI inh,Glyco luc inh,ABHD5 PLIN5 PPI,H9c2 protect,MC4R barr agon,MC4R antag cAMP,HTR2A ag,Granule exo inh,ABCB6 inh MLPCN,CaV13 ICDI inh
CC1CCCC(NC(=O)COC(=O)Cc2ccccc2)C1C (configuration not stated),-4,1,-5,0,-1.7,2,-4,2,101,-3
CCCCN1C(=O)NC(=O)C2(Cc3c(nc4c(C)cccn4c3=O)N3CCc4ccccc4C32)C1=O (configuration not stated),10,1,-1,18,2.0,15,-2,-1,96,-3
CN1CCc2nc(SCc3ccccc3Br)c(C#N)cc2C1,13,2,6,18,-4.4,7,-3,21,189,-6
CNC(=O)c1cccn(Cc2cc(C(F)(F)F)cc(C(F)(F)F)c2)c1=O,-6,19,0,-10,-1.2,8,4,-3,108,-5
Cc1ccc(-n2c(O)c(C=NC3CCCCC3N)c(=O)[nH]c2=O)cc1C (configuration not stated),4,2,2,5,1.3,3,2,0,102,·
O=C1CC(c2cccnc2)=NN1c1ccccc1,7,0,-9,4,-1.9,2,-2,-1,100,-3
O=C1NCN(c2ccccc2)C12CCN(C(c1ccnc3ccccc13)c1nnnn1C1CCCCC1)CC2 (configuration not stated),·,-1,-4,4,·,·,-7,5,95,-9
Cc1ccc(OCC(=O)N2CCCC(N3CCN(c4ccc(F)cc4)CC3)C2)cc1 (configuration not stated),-1,0,15,-2,-1.0,11,-8,2,99,-3
O=C1C2CCN(CC2)C1(CO)CO,-4,1,7,3,-1.1,9,4,0,98,-16
CCC1=Nc2cc(C(=O)N3CCC4(CC3)OCCO4)ccc2Sc2ccc(Br)cc21,9,-3,1,1,-1.7,2,1,-2,93,-5
COc1ccc(-c2nc3ccc(C(=O)N4CCC5(CC4)OCCO5)cc3nc2-c2ccc(OC)cc2)cc1,-9,-2,15,5,0.9,1,-7,9,99,-5
CCC1(C(=O)c2ccc(C)cc2)C2c3ccccc3OC(=O)C21C(=O)O (configuration not stated),-2,1,-1,3,1.6,18,3,-2,99,-5

# Assay outcomes: PubChem BioAssay, several laboratories
